Source: PubChem BioAssay (several laboratories)
DAX1 inh-1 – DAX1 (NR0B1) inhibitors on StAR promoter, primary screen, cell-based, luminescence, SF-1 (NR5A1), full-length DAX-1 | HEK293T StAR-luciferase reporter, SF-1/DAX-1 repression relief | inhibition, % at 6.8 µM | 370,000 tested, 1.1% active | AID 652010, 2013;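 active = inhibition above the mean over all tested compounds plus 3 SD, cut at about 3.6% in these data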;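 note: 0% = DAX-1 cells with DMSO and 100% = cells lacking DAX-1 with DMSO; higher inhibition means more luminescence from relief of DAX-1 repression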
SMARCA2 act – SMARCA2 (BRM) function activators, primary screen, cell-based, luminescence, high throughput | activation, % at 9.1 µM | 370,000 tested, 1% active | MG213 cells, MMTV-luciferase reporter, dexamethasone, overnight; in the data active = activation above about 7.8%;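 note: 0% = vehicle wells and 100% = reference activator wells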
NPR2 activator – human GC-B receptor activators, primary screen, HEK293 GC-B cells, cGMP TR-FRET, EC30 CNP. 0% at EC30 CNP, 100% saturating CNP. 370,000 tested, 0.11% active. activation, % at 10 µM;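 active = activation at 10 µM reaching about 35% in either raw or pattern-adjusted values, limit read from the data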
Target sequence (P20594 whole entry, looked up): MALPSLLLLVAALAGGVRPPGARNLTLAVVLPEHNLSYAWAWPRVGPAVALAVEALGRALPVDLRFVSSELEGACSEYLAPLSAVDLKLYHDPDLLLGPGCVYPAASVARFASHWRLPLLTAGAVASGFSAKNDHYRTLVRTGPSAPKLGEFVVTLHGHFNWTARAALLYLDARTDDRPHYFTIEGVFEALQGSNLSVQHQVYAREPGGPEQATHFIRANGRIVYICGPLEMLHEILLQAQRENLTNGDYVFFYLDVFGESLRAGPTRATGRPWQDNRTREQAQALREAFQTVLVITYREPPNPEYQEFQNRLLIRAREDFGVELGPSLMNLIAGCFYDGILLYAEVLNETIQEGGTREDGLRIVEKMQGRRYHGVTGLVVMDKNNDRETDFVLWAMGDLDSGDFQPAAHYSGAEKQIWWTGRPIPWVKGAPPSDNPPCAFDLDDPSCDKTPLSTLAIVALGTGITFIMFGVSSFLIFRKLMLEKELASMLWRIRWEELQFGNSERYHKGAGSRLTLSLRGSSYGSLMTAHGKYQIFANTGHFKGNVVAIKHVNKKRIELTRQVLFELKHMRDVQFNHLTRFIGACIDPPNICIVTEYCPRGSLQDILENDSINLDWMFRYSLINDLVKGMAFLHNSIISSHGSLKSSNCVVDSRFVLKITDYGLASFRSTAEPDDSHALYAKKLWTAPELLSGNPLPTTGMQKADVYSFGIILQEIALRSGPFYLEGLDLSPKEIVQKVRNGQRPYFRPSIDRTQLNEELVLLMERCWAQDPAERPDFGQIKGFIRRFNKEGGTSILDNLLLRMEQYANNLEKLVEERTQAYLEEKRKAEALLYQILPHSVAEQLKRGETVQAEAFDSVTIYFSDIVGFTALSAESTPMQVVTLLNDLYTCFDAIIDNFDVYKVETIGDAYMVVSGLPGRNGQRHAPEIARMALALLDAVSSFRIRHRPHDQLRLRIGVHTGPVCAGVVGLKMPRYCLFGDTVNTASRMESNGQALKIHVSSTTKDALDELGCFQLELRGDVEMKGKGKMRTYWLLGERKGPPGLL
proKLK7 act – proKLK7 zymogen activators, primary screen, biochemical, fluorescence intensity | Kallikrein-7 (Homo sapiens), P49862 | purified proKLK7, EDANS-DABCYL substrate fluorescence; 100% is mature enzyme control, 0% vehicle | activation, % at 7 µM | 370,000 tested, 0.9% active | AID 652039, 2013;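 active = activation above the mean of all tested compounds plus 3 SD, computed per campaign excluding outliers beyond control limits, cut at about 13% in these data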
ssDAF12 agonist – S. stercoralis DAF-12 nuclear receptor activators, primary screen, cell-based, luminescence, HEK293, GRIP1 co-expression, lit1-tk-luc; Nuclear hormone receptor DAF-12 (Strongyloides stercoralis); activation, % at 6.8 µM; AID 652126, 2013; HEK293 ssDAF-12/GRIP1 lit1-tk-luc reporter; % of 3 µM dafachronic acid response; 370,000 tested, 1% active;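 active = activation above the mean over all tested compounds plus 3 SD, cut at about 0.9% in these data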;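 note: 0% = DMSO-only wells and 100% = 3 µM delta7-dafachronic acid wells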
NPR1 activator – GC-A stimulated cGMP production enhancers – HEK293 GC-A cells, cGMP TR-FRET, EC30 ANP, primary screen; activation, % at 10 µM; Atrial natriuretic peptide receptor 1 (Homo sapiens), P16066; AID 1671463, 2021; 370,000 tested, 0.14% active; 0% at EC30 ANP, 100% saturating ANP; in the data active = activation above about 40%
HGIII-sPLA2 inh – human group III sPLA2 inhibitors, primary screen, biochemical, QFRET, BODIPY PC-A2 liposome substrate. QFRET BODIPY PC-A2 liposome hydrolysis, fluorescence. inhibition, % at 12.2 µM. 370,000 tested, 0.56% active. AID 743126, 2013;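 active = inhibition above mean plus 3 SD of compounds lying within the high and low control bounds, cut at about 19% in these data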;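 note: 0% = median of test compound wells and 100% = no enzyme DMSO wells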
DAX1 inh-2 – DAX1 (NR0B1) inhibitors, primary screen, cell-based, HEK293, Gal4-DAX1, luciferase luminescence; HEK293 Gal4-DAX1 luciferase reporter; inhibition, % at 6.75 µM; 340,000 tested, 0.99% active; AID 504766, 2011;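 active = inhibition above the mean over all tested compounds plus 3 SD, cut at about 4.2% in these data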;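 note: 0% = DAX1-transfected cells with DMSO and 100% = empty-vector control cells with DMSO; inhibition shows as a rise in luminescence from relieved DAX1 repression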
hgDAF-12 ag – H. glycines DAF-12 receptor agonists, primary screen, cell-based, luminescence, HEK293, GAL4 fusion, UAS-luciferase; Nuclear hormone receptor DAF-12 (Heterodera glycines), GAL4 fusion; HEK293 GAL4-hgDAF12 UAS-luciferase reporter, agonist luminescence; normalized to butyrate control; activation, % at 6.8 µM; 370,000 tested, 1.8% active; AID 687014, 2013;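 active = activation above a cutoff set at the mean of all screened compounds plus 3 SD, cut at about 10% in these data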;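 note: 0% = DMSO wells and 100% = sodium butyrate wells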
GAA850 FXN act – FXN promoter activators, primary screen, cell-based, luciferase luminescence, HEK293 lucGAA850 | activation, % at 6 µM | HEK293 lucGAA850 FXN promoter luciferase reporter, 24 h; percent of 10 µM SAHA response | 360,000 tested, 0.56% active | AID 540364, 2011;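 active = activation above the average of all compounds screened plus 3 SD, cutoff fixed separately per campaign, cut at about 7.5% in these data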;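 note: 0% = DMSO wells and 100% = 10 µM SAHA wells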
hcDAF12 agonist – H. contortus DAF-12 nuclear receptor activators, primary screen, cell-based, luminescence, HEK293, lit1-tk-luc reporter | HEK293 hcDAF-12 lit1-tk-luc reporter; 0% DMSO, 100% Δ7-dafachronic acid | activation, % at 6.8 µM | 370,000 tested, 1.4% active | AID 652067, 2013;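 active = activation above the mean of all tested compounds plus 3 SD, cut at about 5.5% in these data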;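 note: 100% = response to 3 µM Δ7-dafachronic acid high control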
Numbers without * were called inactive.

For CCS(=O)(=O)c1nc(S(=O)(=O)c2ccc(Cl)cc2)c(N2CCC3(CC2)OCCO3)s1 the results were DAX1 inh-1 -0.2, SMARCA2 act -2, NPR2 activator -11, proKLK7 act 0.3, ssDAF12 agonist -1.0, NPR1 activator 4, HGIII-sPLA2 inh 1, DAX1 inh-2 -0.5, hgDAF-12 ag 1.0, GAA850 FXN act 0.3 and hcDAF12 agonist -0.7.
`Cc1ccc(SCC(=O)NCc2ccc(F)cc2)cc1` gave DAX1 inh-1 0.6, SMARCA2 act 0, NPR2 activator -2, proKLK7 act -0.1, ssDAF12 agonist -1.1, NPR1 activator 2, HGIII-sPLA2 inh 3, DAX1 inh-2 -1.2, hgDAF-12 ag 4.8, GAA850 FXN act 1.3 and hcDAF12 agonist -0.6.
Screening CCc1cc2c(=O)n(Cc3ccccc3)c(SC3CCOC3=O)nc2s1 (stereo unspecified) returned DAX1 inh-1 0.6, SMARCA2 act 0, NPR2 activator 8, proKLK7 act 0.4, ssDAF12 agonist -1.5, NPR1 activator 11, HGIII-sPLA2 inh -32, DAX1 inh-2 -0.5, hgDAF-12 ag 6.8, GAA850 FXN act 1.2 and hcDAF12 agonist -0.8.
`COC(=O)c1cn(CC(=O)NC2CCCCC2)c2ccccc12` gave DAX1 inh-1 -0.1, SMARCA2 act -2, NPR2 activator 1, proKLK7 act -0.2, ssDAF12 agonist -1.0, NPR1 activator -5, HGIII-sPLA2 inh 0, DAX1 inh-2 0.6, hgDAF-12 ag 0.1, GAA850 FXN act -1.3 and hcDAF12 agonist -1.5.
Screening CN(C)S(=O)(=O)c1cccc(NC(=O)CSc2nncn2-c2ccccc2)c1 returned DAX1 inh-1 -1.3, SMARCA2 act 0, NPR2 activator -3, proKLK7 act 0.2, ssDAF12 agonist -2.0, NPR1 activator 2, HGIII-sPLA2 inh 1, DAX1 inh-2 -2.0, hgDAF-12 ag -4.0, GAA850 FXN act 0.2 and hcDAF12 agonist -2.3.
Screening CCN(CC)S(=O)(=O)c1cccc(NC(=O)COC(=O)/C=C/c2cccs2)c1 returned DAX1 inh-1 0.5, SMARCA2 act -1, NPR2 activator -2, proKLK7 act 0.5, ssDAF12 agonist -1.5, NPR1 activator -1, HGIII-sPLA2 inh -27, DAX1 inh-2 -1.4, hgDAF-12 ag 3.4, GAA850 FXN act 0.1 and hcDAF12 agonist -1.2.
For CCCc1nc(SC)[nH]c(=O)c1C the results were DAX1 inh-1 0.2, SMARCA2 act 3, NPR2 activator 0, proKLK7 act 0.4, ssDAF12 agonist -1.7, NPR1 activator 0, HGIII-sPLA2 inh 0, DAX1 inh-2 2.3, hgDAF-12 ag -1.9, GAA850 FXN act 0.2 and hcDAF12 agonist -1.4.
Screening CC1CCCC(C)N1C(=O)COC(=O)CCC1CCCC1 (stereo unspecified) returned DAX1 inh-1 -0.6, SMARCA2 act -1, NPR2 activator 1, proKLK7 act -0.8, ssDAF12 agonist -0.7, NPR1 activator 8, HGIII-sPLA2 inh 3, DAX1 inh-2 -0.6, hgDAF-12 ag 2.5, GAA850 FXN act -1.0 and hcDAF12 agonist 0.9.
Screening Cc1cc(NCCc2c[nH]c3ccccc23)ccc1Nc1cccnc1 returned DAX1 inh-1 -0.7, SMARCA2 act 4, NPR2 activator 6, proKLK7 act 0.1, ssDAF12 agonist 0.8, NPR1 activator 8, HGIII-sPLA2 inh 5, hgDAF-12 ag -1.1 and hcDAF12 agonist 2.5.
COc1ccc(NC(=O)CN(C)CC(=O)c2c(C)[nH]c3ccccc23)cc1 was read as DAX1 inh-1 -2.4, SMARCA2 act -2, NPR2 activator -2, proKLK7 act -0.1, ssDAF12 agonist -1.1, NPR1 activator 1, HGIII-sPLA2 inh 5, DAX1 inh-2 -0.3, hgDAF-12 ag -3.6, GAA850 FXN act 0.6 and hcDAF12 agonist -1.0.
CN(C(=O)COC(=O)c1ccccc1C(=O)N(C)c1ccccc1)c1ccccc1 was read as DAX1 inh-1 -3.7, SMARCA2 act -1, NPR2 activator 1, proKLK7 act -0.2, ssDAF12 agonist -0.6, NPR1 activator 0, HGIII-sPLA2 inh 0, DAX1 inh-2 0.3, hgDAF-12 ag -0.8, GAA850 FXN act -2.1 and hcDAF12 agonist -1.2.
`CC(C)(C)C(=O)Nc1ccc(C(=O)COC(=O)C2CC2)cc1` gave DAX1 inh-1 2.2, SMARCA2 act 7, NPR2 activator 1, proKLK7 act -0.1, ssDAF12 agonist 0.1, NPR1 activator -1, HGIII-sPLA2 inh 3, DAX1 inh-2 0.2, hgDAF-12 ag 1.3, GAA850 FXN act 2.5 and hcDAF12 agonist 3.8.
`O=[N+]([O-])C(/C=C(\Cl)[N+](=O)[O-])=C(N1CCCCC1)N1CCCCC1` gave DAX1 inh-1 -1.0, SMARCA2 act -2, NPR2 activator -1, proKLK7 act 0.3, ssDAF12 agonist 0.2, NPR1 activator -3, HGIII-sPLA2 inh -2, DAX1 inh-2 1.1, hgDAF-12 ag -1.4, GAA850 FXN act -0.6 and hcDAF12 agonist -1.6.
Screening COc1ccc(NC(=O)CNS(=O)(=O)c2cccs2)c(OC)c1 returned DAX1 inh-1 0.0, SMARCA2 act -4, NPR2 activator -5, proKLK7 act 0.0, ssDAF12 agonist -1.3, NPR1 activator 1, HGIII-sPLA2 inh 1, DAX1 inh-2 -0.1, hgDAF-12 ag 0.2, GAA850 FXN act -0.9 and hcDAF12 agonist 0.1.
Cc1cccc(C)c1-n1cccc1/C=C1\SC(=S)N(c2cccc(C(=O)O)c2)C1=O was read as DAX1 inh-1 2.2, SMARCA2 act 2, NPR2 activator 1, proKLK7 act 0.2, ssDAF12 agonist -1.1, NPR1 activator -7, HGIII-sPLA2 inh -22, DAX1 inh-2 1.7, hgDAF-12 ag 1.6, GAA850 FXN act -1.9 and hcDAF12 agonist 0.5.
For Cc1ccc(C(=O)Nc2ccc(N3CCOCC3)nc2N2CCOCC2)cc1 the results were DAX1 inh-1 -0.5, SMARCA2 act 1, NPR2 activator -3, proKLK7 act 0.1, ssDAF12 agonist -1.8, NPR1 activator -2, HGIII-sPLA2 inh 0, DAX1 inh-2 2.4, hgDAF-12 ag -2.9, GAA850 FXN act -1.5 and hcDAF12 agonist -1.3.
CCOc1c(Cl)cc(CNc2nnnn2C)cc1OC was read as DAX1 inh-1 -0.1, SMARCA2 act -2, NPR2 activator 0, proKLK7 act 0.3, ssDAF12 agonist -1.1, NPR1 activator -3, HGIII-sPLA2 inh 8, DAX1 inh-2 0.5, hgDAF-12 ag -0.9, GAA850 FXN act 2.9 and hcDAF12 agonist -2.5.
Screening CCOC(=O)c1c(-c2ccccc2)csc1NC(=O)c1ccc(S(=O)(=O)N2CC(C)OC(C)C2)cc1 (stereo unspecified) returned DAX1 inh-1 1.4, SMARCA2 act -4, NPR2 activator 0, proKLK7 act -0.2, ssDAF12 agonist -0.9, NPR1 activator 2, HGIII-sPLA2 inh 7, DAX1 inh-2 0.7, hgDAF-12 ag 0.6, GAA850 FXN act 3.0 and hcDAF12 agonist -1.1.
`CC1(C)CC(=O)C(C(c2ccccc2F)C2C(=O)CC(C)(C)CC2=O)C(=O)C1` gave DAX1 inh-1 0.5, SMARCA2 act -1, NPR2 activator -5, proKLK7 act 0.1, ssDAF12 agonist -1.4, NPR1 activator 1, HGIII-sPLA2 inh -4, DAX1 inh-2 0.5, hgDAF-12 ag -1.1, GAA850 FXN act -1.6 and hcDAF12 agonist -1.7.
COCCCn1c(SCc2cccc(OC)c2)nc2cc(OC)c(OC)cc2c1=N was read as DAX1 inh-1 -1.3, SMARCA2 act -1, NPR2 activator 11, proKLK7 act -0.2, ssDAF12 agonist -1.9, NPR1 activator 10, HGIII-sPLA2 inh -28, DAX1 inh-2 0.0, hgDAF-12 ag -3.4, GAA850 FXN act -0.7 and hcDAF12 agonist -1.6.
`Cc1ccc2c(c1)CCCN2C(=O)Nc1ccc2c(c1)OCO2` gave DAX1 inh-1 1.7, SMARCA2 act 4, NPR2 activator -1, proKLK7 act -0.4, ssDAF12 agonist 1.6*, NPR1 activator -1, HGIII-sPLA2 inh -3, DAX1 inh-2 -0.3, hgDAF-12 ag 12*, GAA850 FXN act 1.6 and hcDAF12 agonist 3.6.
`CCOc1ccc2nc(/N=C/c3nc(-c4ccc(Br)cc4)oc3O)sc2c1` gave DAX1 inh-1 -0.2, SMARCA2 act 3, NPR2 activator 2, proKLK7 act -11, ssDAF12 agonist -0.9, NPR1 activator 3, HGIII-sPLA2 inh -5, DAX1 inh-2 -0.6, hgDAF-12 ag 0.8, GAA850 FXN act 2.8 and hcDAF12 agonist 1.4.
COC(=O)[C@]12C[C@H](CC(=O)N3CCSCC3)C(=O)N(CCc3ccc(OC)c(OC)c3)C1=C[C@H](C1CCCC1)O[C@@H]2C was read as DAX1 inh-1 -1.6, SMARCA2 act -2, NPR2 activator -2, proKLK7 act 0.4, ssDAF12 agonist -1.6, NPR1 activator 1, HGIII-sPLA2 inh 4, hgDAF-12 ag 0.7 and hcDAF12 agonist -2.4.
Screening O=C(CCN1C(=O)c2cccc([N+](=O)[O-])c2C1=O)NC1CCCCCC1 returned DAX1 inh-1 -0.2, SMARCA2 act -2, NPR2 activator -3, proKLK7 act -0.3, ssDAF12 agonist -0.1, NPR1 activator -5, HGIII-sPLA2 inh 3, DAX1 inh-2 0.8, hgDAF-12 ag 1.5, GAA850 FXN act 2.2 and hcDAF12 agonist -1.8.

Structures listed so far with a nitro group on carbon:
`O=[N+]([O-])C(/C=C(\Cl)[N+](=O)[O-])=C(N1CCCCC1)N1CCCCC1` gave DAX1 inh-1 -1.0, SMARCA2 act -2, NPR2 activator -1, proKLK7 act 0.3, ssDAF12 agonist 0.2, NPR1 activator -3, HGIII-sPLA2 inh -2, DAX1 inh-2 1.1, hgDAF-12 ag -1.4, GAA850 FXN act -0.6 and hcDAF12 agonist -1.6.
Screening O=C(CCN1C(=O)c2cccc([N+](=O)[O-])c2C1=O)NC1CCCCCC1 returned DAX1 inh-1 -0.2, SMARCA2 act -2, NPR2 activator -3, proKLK7 act -0.3, ssDAF12 agonist -0.1, NPR1 activator -5, HGIII-sPLA2 inh 3, DAX1 inh-2 0.8, hgDAF-12 ag 1.5, GAA850 FXN act 2.2 and hcDAF12 agonist -1.8.
